# Bioassay records as filed in PubChem.
# S3 lipid droplet = qHTS Assay for Lipid Storage Modulators in Drosophila S3 Cells | Drosophila S3 cells, BODIPY lipid droplet fluorescence, 18-24 h; cells fed with added oleic acid | lipid storage change, negative = inhibition, % at the top dose, mostly 46.1 µM; hits show Potency in µM | hit rate 0.64% among 320,000 | AID 2685; active = well fitted inhibition curve with a large enough effect in the signal ratio, with a control signal flat, not every such curve was filed as active; inconclusive = small, poorly fitted or top-dose-only effect, or effect the other way, or a change in a side signal; the % refers to the signal ratio
#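 Drosophila S3 cells loaded with oleic acid (400 uM, as added) and compounds at several concentrations; lipid droplets imaged by 488-nm laser-scanning cytometry, 500–530 nm intensity and object ratio to cell channel. Percent activity normalized to 20 uM Triacsin C.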
# S3 lipid droplet cell count max = further read-out of S3 lipid droplet, marked with its call; cell number change, %; measured here: cell count max response;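 cells counted by Cell Tracker Red CMTPX staining in the red channel; peak over a dose series mostly up to 46.1 µM; percent activity relative to internal control wells on each plate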
# An asterisk follows results filed as active; i = inactive; ? = inconclusive; nt = not tested or not shown; [ ] = remark or other dose. % is set by controls: 0 for no effect and ±100 for the full control effect; potency is the fitted concentration of half-maximal effect. An excerpt (hit frequency here may not be typical).
# Preview (two entries):
Molecule | S3 lipid droplet | S3 lipid droplet cell count max
CCOC(=O)c1c(-c2ccc(Cl)cc2)csc1NC(=O)CNCc1ccco1 | 4% | 5
Cc1cc(S(=O)(=O)N2CCCC(N3CCOCC3)C2)c(C)cc1Cl (stereo not given) | ? | nt

# The whole of this part (from the top)
Molecule | S3 lipid droplet | S3 lipid droplet cell count max
CCOC(=O)c1c(-c2ccc(Cl)cc2)csc1NC(=O)CNCc1ccco1 | 4% | 5
Cc1cc(S(=O)(=O)N2CCCC(N3CCOCC3)C2)c(C)cc1Cl (stereo not given) | ? | nt
CCOC(=O)C(C)S(=O)(=O)c1ccc(C(F)(F)F)cn1 (stereo not given) | ? | nt
CCc1ccc(N2CCN(S(=O)(=O)CC34CCC(CC3=O)C4(C)C)CC2)cc1 (stereo not given) | ? | nt
CSc1ncc(CN2CCc3c([nH]c4ccccc34)C2C(C)(C)C)cn1 (stereo not given) | -12% | -13
Cn1c(=O)c2c(SCc3ccccc3)nc(C3CC3)nc2n(C)c1=O | 13% | 6
Cc1ccc(N(CC(=O)N/N=C/c2cccs2)S(C)(=O)=O)cc1 | ? | nt
CCc1cc(C(=O)NNC(=S)NC(C)c2ccccc2)cs1 (stereo not given) | ? | nt
CCN(C(=O)c1cn(C)c(=O)c2cc(OC)c(OC)cc12)c1cc(C)ccc1C | ? | nt
O=C(c1cc(-c2ccc(Cl)c(Cl)c2)on1)N1CCOCC1 | ? | nt
O=C(CSc1nc2ccccc2s1)N/N=C/c1ccco1 | 17% | nt
CCCCNC(=O)C1(NC(=O)Nc2ccc(C)cc2)CCCCC1 | ? | nt
Cc1cc(N2CCN(c3cccc(C(F)(F)F)c3)CC2)n2ncnc2n1 | ? | nt
COc1ccc(C(=O)OCC(=O)c2ccc(Br)s2)c(OC)c1 | ? | nt
COc1ccc(NC(=O)c2cc(-c3ccccc3O)n[nH]2)cc1Cl | 18% | 16
CC1CCN(c2ccc(C(=O)O)cc2)CC1 | i | 4
O=C(NNc1c(Cl)cncc1Cl)c1cccs1 | -2% | 8
COc1cccc2cc(C(N)=O)/c(=N/NC(=O)COc3ccc(Cl)cc3)oc12 | 2% | 8
COc1ccc2c(c1O)-c1ccccc1CCN(C)C2 | 6% | 14
O=C(NCC1CCCO1)c1ccc(Cl)c(S(=O)(=O)N2CCCCC2)c1 (stereo not given) | -19% | 14
COc1cccc(CN2CCC(C(=O)N3CCN(Cc4ccc5c(c4)OCO5)CC3)CC2)c1 | i | 5
CC(=O)OCc1c(COC(C)=O)[n+](=O)c2ccccc2n1[O-] | -5% | -6
CN(CCC#N)C(=O)Cn1nc(Cc2ccncc2)c2ccccc2c1=O | ? | nt
CCOc1cc(C(=S)N2CCOCC2)ccc1O | 12% | 3
CCOC(=O)Cc1csc(NC(=O)c2cc(OC)cc(OC)c2)n1 | 1% | -10

# The listing continues.
Molecule | S3 lipid droplet | S3 lipid droplet cell count max
O=C(CCCCCN1C(=O)c2cccc3cccc(c23)C1=O)NCCCO | -37% | -2
O=C(NC1CCCCC1)C(c1ccc2ncccc2c1)N(Cc1cccs1)C(=O)c1cccs1 (stereo not given) | -18% | -9
COc1ccc(/C=C(\NC(=O)c2ccccc2)C(=O)NCc2cccnc2)cc1 | i | -8
CCOC(=O)N1CCN(C(=O)C2CCN(S(=O)(=O)c3ccc(F)cc3)CC2)CC1 | ? | nt
O=C(CNS(=O)(=O)c1ccccc1)OCC(=O)c1c[nH]c2ccccc12 | ? | nt
CN(C)CCCNC(=O)C1(O)c2cc(Br)ccc2NC(=O)N1c1c(F)cccc1F (stereo not given) | -11% | -5
Cc1ccc(COCCN2CCN(S(=O)(=O)c3ccc(C)cc3)CCC2=O)cc1 | ? | nt
COc1ccc(/C=N/NC(=S)Nc2ccccc2)cc1COc1cccc(C)c1C | ? | nt
COc1ccc(-c2nn(-c3ccccc3)cc2C(=O)NC2CCC(C)CC2)cc1 (stereo not given) | ? | nt
Cc1nc(C)c(C(=O)Nc2cccc(Cl)c2)o1 | -14% | -6
CCCCNC(=O)CNC(=O)c1nn(-c2ccc(OC)cc2OC)c(=O)c2ccccc12 | 10% | 11
CC(=O)Oc1ccc2c(=O)c(-c3ccccc3)coc2c1 | ? | nt
O=CNCCCc1nc2ccccc2n1CCc1ccccc1 | ? | nt
C=CCOc1nc2c(c(=O)n(C)c(=O)n2C)n1Cc1ccc(Cl)cc1 | ? | nt
CCC(CC)C(=O)c1c[nH]c(C(=O)NCc2ccco2)c1 | i | nt
CC1Cc2cc(-c3csc(NC(=O)Cc4cccs4)n3)ccc2N1S(C)(=O)=O (stereo not given) | ? | nt
O=C(NNC(=O)c1ccc(Cl)c([N+](=O)[O-])c1)c1ccncc1 | ? | nt
COCCCn1c(SCC(=O)n2c(C)c(C)c3ccccc32)nnc1-c1ccoc1C | ? | nt
CC(CC(=O)O)CC(=O)Nc1ccccc1C(=O)O (stereo not given) | ? | nt
O=C(Nc1nccs1)C(c1ccccc1)N1CCCCC1 (stereo not given) | ? | nt
c1ccc(Nc2cc(Nc3ccccc3)[nH]n2)cc1 | 15% | -22
COc1ccc(C2N(C(=O)CN3CCOCC3)CCN2S(=O)(=O)c2ccccc2)cc1 (stereo not given) | 11% | 14
COc1ccccc1-c1nnc(Sc2nc([N+](=O)[O-])nn2C)o1 | ? | nt
COc1cccc(/C=N/N2C(=O)CSC2=S)c1O | ? | nt
Cc1nc(NC(=O)CSc2nnc(-c3ccncc3)n2C)sc1C | ? | nt

# Some of the entries so far, with two lines to a compound.
# Every second line gives: S3 lipid droplet | S3 lipid droplet cell count max
- CC(CC(=O)O)CC(=O)Nc1ccccc1C(=O)O (stereo not given)
 : ? | nt
- O=C(Nc1nccs1)C(c1ccccc1)N1CCCCC1 (stereo not given)
 : ? | nt

# Whole records, looked up by structure:
# CN(CCC#N)C(=O)Cn1nc(Cc2ccncc2)c2ccccc2c1=O across the screens: S3 lipid droplet = ?; S3 lipid droplet cell count max = nt
# CCc1ccc(N2CCN(S(=O)(=O)CC34CCC(CC3=O)C4(C)C)CC2)cc1 (stereo not given) across the screens: S3 lipid droplet = ?; S3 lipid droplet cell count max = nt
# CCC(CC)C(=O)c1c[nH]c(C(=O)NCc2ccco2)c1 across the screens: S3 lipid droplet = i; S3 lipid droplet cell count max = nt

# (next part)
Molecule | S3 lipid droplet | S3 lipid droplet cell count max
CCCC(=O)C1=C(O)C(c2cccc(Oc3ccccc3)c2)CCC1=O (stereo not given) | ? | nt
Cn1cnnc1SCc1ccccc1 | ? | nt
COC(=O)c1ccccc1NC(=O)COC(=O)CO/N=C(\C)c1ccc2c(c1)OCO2 | -14% | -2
CC(=O)Cn1ncc(N(C)Cc2ccccc2)c(Cl)c1=O | ? | nt
O=C(Oc1ccc(Cl)cc1)c1ccc(N2CCOCC2)c([N+](=O)[O-])c1 | -3% | 4
COc1ccc2[nH]c3c(=O)n(/N=C/[C@H]4C(C)C=C(C)CC4C)c(=O)[nH]c3c2c1 (stereo not given in full) | ? | nt
COC(=O)c1c(C(=O)OC)c(-c2ccc(F)cc2)n2c1CSC2 | i | nt
COc1ccccc1NC(=O)Cc1nnc(SCC(=O)Nc2ccc(F)cc2F)n1C | ? | nt
CC(C)C1Nc2ccc(C(=O)O)cc2C2C=CCC21 (stereo not given) | -9%[9.22 µM] | -10
CS(=O)(=O)Nc1cccc(C2=NN(S(C)(=O)=O)C(c3ccccc3)C2)c1 (stereo not given) | 1% | 5
CCOc1ccc(CCNC(=O)Cn2ccc3cc(S(=O)(=O)N4CCCC4)ccc32)cc1 | ? | nt
O=C(Nc1sc2c(c1C(=O)O)CCC2)c1cccs1 | ? | nt
COc1ccccc1OCCOc1ccc(C(=O)c2ccccc2)cc1 | ? | nt
O=c1oc2ccccc2c2c1ncn2-c1ccccc1 | ? | nt
CC(=O)/C=C\c1ccc(OC(=O)c2cccnc2)cc1 | 25% | -21
CCCCN(C(=O)CC1CCCCC1)c1c(N)n(CC(C)C)c(=O)[nH]c1=O | ? | nt
Cc1ccc(S(=O)(=O)NC(C)C(=O)Nc2ccc(C(N)=O)cc2)cc1 (stereo not given) | ? | nt
CC12CCC(=O)N1C(C(=O)OCC(=O)Nc1cc(S(=O)(=O)N3CCCCC3)ccc1Cl)CS2 (stereo not given) | -23% | -2
COc1cc2c(cc1NC(=O)COC(=O)[C@@H](NS(=O)(=O)c1cccc(Cl)c1)C(C)C)oc1ccccc12 | ? | nt
Cc1ccccc1-n1c(C)cc(/C=C2/C(=N)N3C(c4ccccc4)=CSC3=NC2=O)c1C | ? | nt
Oc1c(C(c2ccccc2)N2CCCCC2)sc2ncnn12 (stereo not given) | -8% | -28
CC(=O)Nc1nc2ccc(NC(=O)c3ccco3)cc2s1 | ? | nt
COCCNC(=O)/C(C#N)=C/c1ccc(-c2ccc(OC)cc2[N+](=O)[O-])o1 | -9% | -8
CCOCCCNC(=O)C1CCN(S(=O)(=O)c2ccc3nc4c(c(C(=O)O)c3c2)CCCCC4)CC1 | 13% | 5
Cc1ccc(S(=O)(=O)N2CCCC2CNC(=O)C(=O)Nc2ccc(F)cc2)cc1 (stereo not given) | ? | nt

# Additional entries.
Molecule | S3 lipid droplet | S3 lipid droplet cell count max
CCOC(=O)C(C)(C)N(Cc1ccc(Cl)cc1)S(=O)(=O)c1ccc(Cl)c([N+](=O)[O-])c1 | 15% | 5
CC(C)N(CCNC(=O)C1CCN(S(=O)(=O)N2CCOCC2)CC1)Cc1ccccc1 | 5% | 7
Cc1c(C(=O)N2CCN(c3ccccc3)CC2)sc2ncnc(N3CCC(C)CC3)c12 | ? | nt
O=C(Nc1ccccc1N1CCOCC1)c1ccc(Cl)nc1 | ? | nt
Fc1ccccc1COc1ccccc1CNCc1ccncc1 | ? | nt
O=C(NCCCn1ccnc1)C(=O)NCC(c1ccco1)N1CCN(c2ccc(F)cc2)CC1 (stereo not given) | -3% | -14
CCOc1ccc(S(=O)(=O)N2CCC(C(=O)N3CCc4ccccc4C3)CC2)cc1 | 7.3µM* | -23*
CCC1CN(C(=O)N2CCC(C(=O)NCCc3ccccc3)CC2)c2ccccc2O1 (stereo not given) | i | -3
CS(=O)(=O)Nc1ccc(-c2n[nH]c(=S)n2-c2ccccc2)cc1 | i | 14
Cc1cccc(NC(=S)NNC(=O)c2nn(C)cc2Cl)c1 | 7% | 13
CC(=O)c1ccc(NC(=O)COc2ccccc2C(=O)Nc2ccccc2)cc1 | ? | nt
CN(CC(=O)Nc1cc(S(=O)(=O)N2CCCCCC2)ccc1Cl)Cc1ccc2c(c1)OCO2 | ? | nt
COc1ccc(NC(=O)c2ccc(COc3ccccc3)o2)cc1 | i | 19
Cc1cc(OCCCC(=O)Nc2cccc(-n3cnnn3)c2)ccc1Cl | 3.3µM* | 3.2*
COc1ccccc1NC(=O)CCC(=O)c1ccc(-c2ccccc2)cc1 | ? | nt
Cc1ccc(C(=O)O)cc1S(=O)(=O)N1CCOCC1 | ? | nt
CCCOC(=O)Nc1sc2c(c1C(N)=O)CCCC2 | 26% | 9
COC(=O)Cc1c(C)c2ccc(OC(C)C)cc2oc1=O | ? | nt
CCOc1cccc(C(=O)Nc2ccc3oc(Cc4ccc(Cl)cc4)nc3c2)c1 | ? | nt
COC(C(=O)Nc1ccc(NC(=O)C(OC)c2ccccc2)cc1)c1ccccc1 (stereo not given) | 2% | -2
COC(=O)CN1C(c2ccc(OC)cc2)=Nc2ccc(Cl)cc2C1c1ccccc1 (stereo not given) | -11% | -12
CC1CCCCN1C(=O)COc1ccc2ccc(=O)oc2c1 (stereo not given) | ? | nt
O=C(CCNS(=O)(=O)c1cccs1)N1CCN(c2cccc(C(F)(F)F)c2)CC1 | 7% | 5
CCC12CN(C(=O)c3ccco3)CC(CC)(CN(C(=O)c3ccco3)C1)C2=O | ? | nt
CCCCCOC(=O)Nc1ccc(S(=O)(=O)Nn2cnnc2)cc1 | ? | nt

# Next entries
Molecule | S3 lipid droplet | S3 lipid droplet cell count max
COc1cc(OC)c(C2=NOC(C(=O)NCc3cccs3)C2)cc1Cl (stereo not given) | ? | nt
CN(C)S(=O)(=O)c1cccc(C(=O)OCC(=O)NC2CCCc3ccccc32)c1 (stereo not given) | ? | nt
COc1cc(C(=S)N2CCOCC2)cc(OC)c1OC(=O)c1ccc(C)cc1 | ? | nt
Cc1cc(C)nc(-n2nc(C)c3c(C(=O)O)cc(-c4cccc(Br)c4)nc32)n1 | 18% | 0
COc1ccc(Br)cc1CN(C)C(=O)Cc1ccc(S(=O)(=O)N2CCOCC2)s1 | i | nt
COc1ccc(CN(C(=O)CN2C(=O)COc3ccccc32)C2CCCC2)c(OC)c1 | i | -6
Cc1c(C)[n+](=O)c(-c2ccc(F)cc2)c(C)n1[O-] | ? | nt
Cc1ccc(-c2nnn(CC(=O)N(CCN3CCOCC3)C(C(=O)NC3CCCC3)c3ccncc3)n2)o1 (stereo not given) | -4% | -17
O=C1C2ON(c3ccccc3)C(c3cccnc3)C2C(=O)N1c1ccc(Cl)c(Cl)c1 (stereo not given) | ? | nt
CC(Sc1c[nH]c2ccccc12)C(=O)O (stereo not given) | ? | nt
Cc1ccnc(N2C(=O)c3ccccc3C2=O)c1 | 14% | 2
O=C(CN1CCN(c2ccc(O)cc2)CC1)NCC(=O)Nc1ccc(F)c(F)c1F | ? | nt
OC(COc1ccc2cc(Br)ccc2c1)CN1CCN(c2ccccn2)CC1 (stereo not given) | i | nt
